From PubChem
BLM inh: blocks DNA unwinding by human BLM helicase; recombinant BLM DNA unwinding, fluorescence dequenching; Potency, µM (highest dose often 56.1 µM), for inactives: at the highest dose activity change, negative = inhibition, most hits filed as inhibitors; 0.2% of 350,000 active;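 note: potency is the fitted concentration of half-maximal effect; plate controls were vehicle for no effect and no enzyme for full effect; nearly all actives have a fitted effect of over 35% in size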
RXFP1 antag: blocks the human relaxin receptor RXFP1. Q9HBX9. HEK293-RXFP1, relaxin-stimulated cAMP HTRF, 30 min; hits give low values. activity change, negative = inhibition, % at 57.5 µM. 0.59% of 350,000 active;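 active = activity change of -60% or lower, but not beyond a set lower limit; inconclusive = change between -60% and -40%, or beyond the set limit; inactive = change above -40%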; note: % is set by controls: 0 for no effect and ±100 for the full control effect
Target sequence (Q9HBX9 whole entry, looked up): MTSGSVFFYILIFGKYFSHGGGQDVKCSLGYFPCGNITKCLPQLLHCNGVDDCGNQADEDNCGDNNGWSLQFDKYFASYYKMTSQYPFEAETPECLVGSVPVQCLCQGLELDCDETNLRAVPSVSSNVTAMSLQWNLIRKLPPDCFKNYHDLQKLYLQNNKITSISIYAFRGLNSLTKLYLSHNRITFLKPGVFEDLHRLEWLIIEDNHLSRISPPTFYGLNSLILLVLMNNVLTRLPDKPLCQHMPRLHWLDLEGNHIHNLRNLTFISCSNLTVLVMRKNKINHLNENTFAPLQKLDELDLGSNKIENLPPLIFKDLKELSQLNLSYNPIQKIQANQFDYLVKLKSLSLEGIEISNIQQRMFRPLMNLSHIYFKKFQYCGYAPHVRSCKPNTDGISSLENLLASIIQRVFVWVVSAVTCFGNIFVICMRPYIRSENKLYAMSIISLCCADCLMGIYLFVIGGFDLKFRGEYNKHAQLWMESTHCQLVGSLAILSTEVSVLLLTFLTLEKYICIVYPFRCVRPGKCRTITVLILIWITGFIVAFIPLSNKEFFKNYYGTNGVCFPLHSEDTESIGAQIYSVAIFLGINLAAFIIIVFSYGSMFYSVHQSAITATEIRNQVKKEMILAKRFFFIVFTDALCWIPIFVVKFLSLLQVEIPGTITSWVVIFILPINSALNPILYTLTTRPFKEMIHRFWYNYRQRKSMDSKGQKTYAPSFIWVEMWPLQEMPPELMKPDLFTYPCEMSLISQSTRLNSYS
Pol eta inh: inhibitors of human DNA polymerase eta | recombinant Pol eta, fluorescent DNA replication assay | Potency, µM (series often up to 114 µM), for the others: top-dose activity change, negative = inhibition, usual class: inhibitors | 1.2% of 390,000 active; note: potency is the fitted concentration of half-maximal effect; % is set by controls: 0 for no effect and ±100 for the full control effect
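Fluorescent replication assay: 50 nM final substrate added after a 15 min room-temperature compound preincubation with 10 nM enzyme. Signal taken at 0 min and again at 10 min.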
APEX1 inh: inhibitors of human APE1 endonuclease; Potency, µM (doses to about 65.8 µM), for inactives: at the top dose activity change, negative = inhibition, usual class: inhibitors; P27695; recombinant APE1, TAMRA/BHQ-2 abasic DNA cleavage fluorescence; 0.35% of 350,000 active;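 note: potency is the fitted concentration of half-maximal effect; plate controls were vehicle for no effect and reference inhibitor for full effect; nearly all actives have a fitted effect of over 55% in size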
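Step 1: APE1 (0.75 nM) with compound, 15 min RT. Step 2: add 50 nM fluorophore/quencher THF duplex. Step 3: three fluorescence reads 60 s apart (525/598 nm); read 3 minus read 1 = reaction progress.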
Apoferritin bind: binds horse apoferritin like a general anesthetic | Potency, µM (highest dose often 77.5 µM), without a hit: at the highest dose activity change, negative = displacement, actives largely listed as inhibitors | apoferritin/1-aminoanthracene competitive binding, fluorescence | AID 485281 | 0.074% of 350,000 active; note: potency is the fitted concentration of half-maximal effect; % is set by controls: 0 for no effect and ±100 for the full control effect; nearly all actives have a fitted effect of over 20% in size
Target sequence (P02791 2-175 limits assumed): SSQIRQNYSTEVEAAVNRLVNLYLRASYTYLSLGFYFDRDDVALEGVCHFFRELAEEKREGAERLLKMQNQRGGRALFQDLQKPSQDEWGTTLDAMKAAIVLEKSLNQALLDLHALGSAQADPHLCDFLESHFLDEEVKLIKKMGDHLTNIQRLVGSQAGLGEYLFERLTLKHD
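Steps: apoferritin (10 uM) was premixed with half-saturated 1-AMA in PBS, compounds were pin-transferred, plates stood 10 min at room temperature, fluorescence was read at 380/535 nm, and curves were fitted with a Hill equation.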
POLK inh: inhibitors of human DNA polymerase kappa. 0.53% of 400,000 active. Potency, µM (doses to about 107 µM), inactives show top-dose activity, negative = inhibition, most hits filed as inhibitors. Q9UBT6. purified Pol kappa, fluorescent DNA synthesis assay, 10 min; note: potency is the fitted concentration of half-maximal effect; % is set by controls: 0 for no effect and ±100 for the full control effect
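Enzyme at 10 nM met test compounds for 15 min at room temperature. Substrate addition (50 nM final) began the reaction, which was monitored by fluorescence at 0 and 10 min.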
Pol beta inh: inhibitors of human DNA polymerase beta. Pol beta primer extension/strand displacement, fluorescence kinetic. Potency, µM (highest dose often 114 µM), for the others: at the top dose activity change, negative = inhibition, actives largely listed as inhibitors. 1.3% of 340,000 active. AID 485314; note: potency is the fitted concentration of half-maximal effect; % is set by controls: 0 for no effect and ±100 for the full control effect
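Values derive from four-parameter Hill fits of normalized kinetic data: reads at 0 and 10 min following addition of 50 nM substrate to 10 nM Pol beta preincubated 15 min with compound.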
PGK inhibitor: inhibitors of T. brucei phosphoglycerate kinase | PGK/GAPDH coupled, Kinase-Glo luminescence, 60 min | Potency, µM (series often up to 57.5 µM), inactives show at the highest dose activity change, negative = inhibition, hits mostly inhibitors | 0.043% of 380,000 active | AID 602233; note: potency is the fitted concentration of half-maximal effect; % is set by controls: 0 for no effect and ±100 for the full control effect; nearly all actives have a fitted effect of over 60% in size
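Luminescent ATP detection (Kinase-Glo Plus) follows a 60-minute room-temperature incubation, with wells lacking PGK as controls. Buffer: 100 mM TEA (pH 7.6), 5 mM MgCl2, 0.01% Tween-20. Coupling enzyme GAPDH (100 nM final) supplies unstable 1,3-BPG in-well.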
Pol iota inh: DNA polymerase iota (human) inhibition; 1% of 390,000 active; Potency, µM (doses to about 115 µM), inactives show top-dose activity, negative = inhibition, hits mostly inhibitors; Q9UNA4; Pol iota fluorescent replication assay, 10 min; AID 588590; note: potency is the fitted concentration of half-maximal effect
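Fluorescent replication assay read twice, at 0 min and 10 min after adding 50 nM (final) substrate. Enzyme (10 nM) and compounds were first incubated 15 min at room temperature; enzyme-free buffer wells were negative controls.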
Starred values were filed as active, the others as inactive; i = inactive; ? = inconclusive; / = not tested or not shown; & = joins results of further samples; [ ] = remark or other dose. Unless noted, calls come from the whole dose curve; as a rule, active = well fitted curve in the direction sought with a large enough effect; inconclusive = small, poorly fitted or top-dose-only effect, or another doubt; inactive = no such curve, though single readings can be large; an effect the other way counts as inactive or inconclusive. The list is partial. The share of hits here may be higher or lower than overall.

SMILES | BLM inh | RXFP1 antag | Pol eta inh | APEX1 inh | Apoferritin bind | POLK inh | Pol beta inh | PGK inhibitor | Pol iota inh
Cc1ccc2c(CN(C)Cc3ccccc3)cc(=O)oc2c1C | -6% | -28 | ? | -3% | -7% | -14% | 35% | -2% | 113%[activator]
CC1CC(C)CN(S(=O)(=O)N2CCCC(C(=O)NC3CCCCC3C)C2)C1 (stereo not drawn) | 1% | -1 | 9% | 26% | -1% | -6% | 35% | -3% | 21%
Cc1c(C(C)(C)C)c(C=S)n2ccccc12 | -3% | -13 | -17% | 2% | -18% | -8% | 5% | -9% | 4%
C[C@@H]1CN([C@H](C)CO)C(=O)Cc2cc(NS(=O)(=O)c3ccc(F)cc3)ccc2O[C@H]1CN(C)Cc1ccc(C(=O)O)cc1 | / | / | -16% | 23% | / | -20% | / | -5% | 14%
CC(=O)NS(=O)(=O)c1ccc(NC(=O)CCc2ccccc2)cc1 | -3% | 2 | -1% | ? | 31%[activator] | -10% | 26% | 1% | 8%
CCOc1cc(/C=N/Nc2nc3ccccc3[nH]2)cc(Br)c1OCC(=O)N(C)C | -17% | -12 | -28% | ? | -7% | -28% | ? | i | 98%[activator]
CN1c2ccccc2C(C)(C)C12C=Cc1cc(O)ccc1O2 (stereo not drawn) | -17% | -29 | -12% | -3% | ? | -11% | 0% | -10% | -11%
CCc1ccc(CN2CCC(n3nccc3NC(=O)C3CCCC3)CC2)cc1 | 0% | -6 | -11% | 5% | ? | -13% | 2% | -2% | 1%
CCC(C)c1ccccc1NC(=O)COC(=O)c1ccc2c(c1)S(=O)(=O)c1ccccc1C2=O (stereo not drawn) | 3% | -15 | -5% | 1% | -17% | -2% | 14% | -10% | 204%[activator]
O=C(O)CCN1C(=O)c2ccncc2C1=O | 5% | 4 | -4% | -3% | -6% | -19% | 32% | -2% | 10%
O=C(COC(=O)c1nc(Cl)ccc1Cl)Nc1ccc2c(c1)OCO2 | -8% | -35 | -12% | -1% | -20% | -15% | -1% | -11% | 52%[activator]
CCN(CC(=O)Nc1c(F)cccc1F)C(=O)CCc1nc2cc(S(=O)(=O)N(C)C)ccc2n1CC | -6% | -7 | -20% | 4% | -3% | -1% | 4% | -1% | 17%
CC(C)CNC(=O)c1cccc(Cn2cc(Cl)cn2)c1 | -1% | -4 | -11% | -4% | 1% | -6% | -1% | -3% | 10%
COc1ccc(CC(=O)N/N=C/c2cccnc2)cc1OC | -11% | 7 | 2% | 10% | -8% | -6% | -10% | 6% | 9%
O=C(Nc1cscc1S(=O)(=O)c1ccc(Cl)cc1)c1ccccc1Cl | -5% | -4 | -17% | 6% | -10% | -9% | 6% | -8% | ?
COc1ccc(C(=O)N(CCc2ccccc2)Cc2cccs2)c(OC)c1 | -5% | -16 | -5% | 20% | -7% | -13% | 7% | 1% | 0%
Cc1cc(Br)c(NC(=O)COC(=O)c2ccc[n+]([O-])c2)c(Br)c1 | / | -2 | -5% | -8% | / | -18% | / | -4% | -21%
COCCN(Cc1nc2ccccc2c(=O)[nH]1)C(=O)COc1c(C)cc(Cl)cc1C | / | -1 | -11% | -1% | / | -2% | / | 0% | 24%
C=CCc1ccc(OCCOCCOc2cccc3ccc(C)nc23)c(OC)c1 | 2% | -12 | -14% | -2% | -23% | -11% | 9% | i | -3%
COc1ccc(OCCN(C)Cc2ccccc2)cc1 | -7% | 29 | 1% | 17% | 2% | 5% | 4% | i | 11%
COc1ccc(NC(=O)c2sc3nc(C(F)(F)F)cc(C)c3c2N)cc1OC | -1% | / | -7% | / | 6% | -26% | 5% | i | 22%
CC(=O)NC(CCS(C)(=O)=O)C(=O)Nc1ccc(Oc2ccccc2)cc1 (stereo not drawn) | -4% | 7 | -8% | 11% | 1% | -6% | 33% | 4% | ?
COc1ccccc1CNC(=O)C1CC(c2ccccc2C(F)(F)F)=NO1 (stereo not drawn) | -2% | / | -8% | 1% | -5% | -3% | -27% | 2% | 13%
Cc1ccc(OCC(=O)N2CCCC(CO)(CCOc3ccccc3)C2)cc1 (stereo not drawn) | -4% | -3 | -3% | -2% | -19% | -15% | 0% | -9% | 19%
O=C(Nc1cccc([N+](=O)[O-])c1)c1ccncc1 | -1% | -6 | -7% | 8% | -2% | 1% | -7% | -8% | -16%
CCCCCOc1ccccc1C(=O)NCC(=O)O | 0% | -4 | 3% | 12% | -4% | -5% | 24% | i | 5%
Cc1ccc(Cl)c(OCCCCN2CCC(C)CC2)c1 | / | 0 | -5% | / | / | -9%[60.1 µM] | / | -3% | 14%
CCOC(=O)C1CCCN(C(=O)Cn2nc(C)n3c(cc4c(OC)cccc43)c2=O)C1 (stereo not drawn) | 2%&0% | -9&-6 | -19%&2% | 41%[activator] | -2%&0% | 6%&3% | 1%&19% | -3%&-2% | 28%&-2%
C[C@H](OC(=O)c1[nH]cnc1C(=O)N1CCN(C(=O)OC(C)(C)C)CC1)c1ccccc1 | / | / | -1% | -4% | / | 3% | / | -11% | ?
Cc1nn(C)c(C)c1S(=O)(=O)N(CC(=O)NCc1ccco1)c1ccc(C(C)C)cc1 | 2% | / | / | -9% | 19% | / | 31% | / | /
O=C(COC(=O)CCC1CCCC1)Nc1ccccc1Br | / | 1 | -20% | 45%[activator] | / | 10% | / | i | 4%
Cc1cccc(CSc2ncc(Cl)c(C(=O)Nc3sc4c(c3C#N)CCCC4)n2)c1 | 0% | / | -13% | / | -6% | 7% | 22% | -3% | 10%
N=c1n(CCN2CCCCC2)c2ccccc2n1CC(O)c1cccc(Br)c1 (stereo not drawn) | -6% | -6 | -9% | -2% | -14% | -1% | -24% | i | ?
COc1ccc(-c2[nH]ncc2CN2CCCC2c2nonc2C)c(F)c1 (stereo not drawn) | -2% | -18 | ? | 2% | -9% | -3% | 8% | -10% | 160%[activator]
COc1ccc(/C=N\NC(=O)c2ccc([N+](=O)[O-])cc2)cc1COc1c(F)c(F)cc(F)c1F | -23% | 6 | -18% | 53%[activator] | ? | -5% | 3% | -8% | -24%
Cc1noc(C)c1C(=O)NCc1ccccc1Br | 0% | 0 | -5% | 4% | -4% | 5% | 65% | 0% | ?
CCc1ccc(CNC(=O)c2ccc(CS(=O)(=O)Cc3ccccc3C)o2)cc1 | 1% | / | -12% | / | -10% | 0%[60.1 µM] | 15% | -9% | 30%[activator]
CCOC(=O)c1cnc(SCc2cccc(C)c2)nc1N | -5% | -9 | -13% | -6% | -10% | -17% | -1% | 0% | -9%
COc1ccc(-c2ccc(SCC(=O)c3ccccc3)nn2)cc1OC | -7% | -11 | -22% | -10% | -23% | -7% | -28% | i | -24%
COc1ccc(-c2cc(C(F)(F)F)nc(N3CCN(C)CC3)n2)cc1OC | -1% | 5 | -20% | -1% | -16% | 7% | 0% | -9% | -11%
O=S(=O)(Nc1ccc2c(c1)OCCO2)c1ccc(F)c(F)c1 | -3% | -7 | ? | 15% | -19% | -3% | 94% | -1% | 58%[activator]
CCCCN(CCCC)C(=O)CSc1nnc2n(C)c(=O)c3c4c(sc3n12)CCCC4 | -14% | -6 | -9% | 9% | 4% | -1% | -9% | -9% | ?
O=C1c2ccccc2C(=O)c2c1ccc(C(=O)N1CCCCC1)c2NCCO | -1% | 0 | -14% | -5% | -9% | -3% | ? | 0% | 12%
Cc1cc(C)cc(OCCNC(=O)C(C)N2C(=O)c3ccccc3C2=O)c1 (stereo not drawn) | -1% | -13 | -4% | 3% | -20% | -6% | 0% | -1% | 10%
CCN(CC)S(=O)(=O)N1CCC(C(=O)NCc2ccco2)CC1 | 2% | -5 | -9% | 15% | 3% | 9% | -17% | -2% | 11%
O=C(O)C1CSC(c2ccncc2)N1 (stereo not drawn) | 3% | 5 | 3% | -3% | -4% | -13% | -18% | i | 15%
Cn1ccc2c(OCC(=O)NCc3ccccc3Cl)cccc2c1=O | -1% | / | ? | / | -5% | 1%[60.1 µM] | -3% | -4% | 3%
COC(=O)C1=C(C)N(CCc2c[nH]c3ccccc23)C(=O)/C1=C\N(C)C | -3% | 2 | -3% | 1% | -17% | -12% | 2% | -5% | ?

In another format: entries from further up
The line under a structure holds: BLM inh, RXFP1 antag, Pol eta inh, APEX1 inh, Apoferritin bind, POLK inh, Pol beta inh, PGK inhibitor, Pol iota inh
> O=S(=O)(Nc1ccc2c(c1)OCCO2)c1ccc(F)c(F)c1
  -3%, -7, ?, 15%, -19%, -3%, 94%, -1%, 58%[activator]
> CCCCN(CCCC)C(=O)CSc1nnc2n(C)c(=O)c3c4c(sc3n12)CCCC4
  -14%, -6, -9%, 9%, 4%, -1%, -9%, -9%, ?
> O=C1c2ccccc2C(=O)c2c1ccc(C(=O)N1CCCCC1)c2NCCO
  -1%, 0, -14%, -5%, -9%, -3%, ?, 0%, 12%

Other structures
SMILES | BLM inh | RXFP1 antag | Pol eta inh | APEX1 inh | Apoferritin bind | POLK inh | Pol beta inh | PGK inhibitor | Pol iota inh
CCN1CCN(CCCNC(=O)CCC(=O)N2CCOc3ccccc32)CC1 | 0% | 4 | 4% | 4% | -13% | -9% | 74% | 4% | 24%
CC(C)Cc1ccc(C(=O)NCc2ccc3c(c2)OCO3)o1 | -6% | 0 | 0% | 45% | ? | -9% | ? | 1% | -11%
CC(=O)c1ccc(N2CCN(C(=O)CN3C(=O)NC4(CCCCC4)C3=O)CC2)c(F)c1 | / | -2 | -13% | 1% | / | 18% | / | -10% | 26%
Cc1ccc(S(=O)(=O)N2CCOC23CCN(C(=O)C(=O)NCc2ccccc2)CC3)cc1 | / | -4 | -15% | 19% | / | -9% | / | -8% | 30%
Cc1oc2c(C)c3oc(=O)c(CC(=O)N[C@@H](CCCNC(N)=O)C(=O)O)c(C)c3cc2c1C | -5% | 9 | ? | ? | 37%[activator] | -16% | ? | -10% | -9%
CCN(C[C@H]1N[C@@](Cc2ccccc2)(C(=O)OC)[C@H]2C(=O)N(C)C(=O)[C@@H]12)S(=O)(=O)c1ccc(C(C)(C)C)cc1 | / | / | -23% | 9% | / | 3% | / | -4% | 19%
CCCCC(=O)Nc1nnc(S(=O)(=O)N(CC)c2ccccc2)s1 | -3% | -2 | -20% | 41%[activator] | 6% | -1% | 27% | i | 21%
